Assay outcomes deposited in PubChem BioAssay by National Center for Advancing Translational Sciences (NCATS).
HCMV antiviral – qHTS Assay for inhibitors of the human cytomegalovirus (HCMV); 4.5% of 410,000 active; HFF cells, HCMV-luciferase reporter, 72 h; stronger effect = lower value; activity change, negative = inhibition, % at 57.5 µM; in the data active = activity change below about -60%; inconclusive = no clear call, values can overlap the other calls; inactive = above about -39%
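After 16 h attachment at 37C, HFF cells received test compound and HCMV-luciferase (1 PFU/cell); reporter luminescence read 72 h later, data normalized against buffer-only and known inhibitor Salinomycin.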
AmpC detergent – qHTS Inhibitors of AmpC Beta-Lactamase (assay with detergent). P00811. 0.041% of 370,000 active. AmpC hydrolysis of nitrocefin, absorbance 480 nm, 0.01% Triton. Potency, µM (doses to about 114 µM), for the others: at the highest dose activity change, negative = inhibition, most hits filed as inhibitors;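 note: potency is the fitted concentration of half-maximal effect; 0% = no-compound wells and -100% = no-enzyme wells; nearly all actives have a fitted effect of over 25% in size; some results filed as inactive show a strong effect at the top dose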
Target sequence (P00811 whole entry, looked up): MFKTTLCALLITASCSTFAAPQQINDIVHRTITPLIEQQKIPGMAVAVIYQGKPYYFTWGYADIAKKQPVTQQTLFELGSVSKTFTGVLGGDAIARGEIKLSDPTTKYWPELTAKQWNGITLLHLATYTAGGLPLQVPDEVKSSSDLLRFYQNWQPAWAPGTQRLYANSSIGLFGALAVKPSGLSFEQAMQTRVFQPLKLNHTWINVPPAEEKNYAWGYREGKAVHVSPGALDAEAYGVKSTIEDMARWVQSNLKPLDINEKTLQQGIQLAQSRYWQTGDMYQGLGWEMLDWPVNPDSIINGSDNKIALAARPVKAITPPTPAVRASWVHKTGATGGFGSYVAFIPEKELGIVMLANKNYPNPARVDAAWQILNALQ
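20 mM phosphate pH 7.0 + 0.01% (detergent screen) or 0.0001% Triton X-100; 5.3 nM AmpC reagent; cpd preinc 15 min RT; nitrocefin (800 uM stock) to start; A480 q20 s × 4 min; Activity was normalised to no-enzyme and no-compound control wells.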
Tb PYK inh – qHTS of Trypanosoma Brucei Inhibitors. pyruvate kinase (Trypanosoma brucei), Q57TT1. TbPYK enzyme, Kinase-Glo Plus ATP luminescence, 45 min. Potency, µM (doses to about 76.8 µM), inactives show top-dose activity, negative = inhibition, usual class: inhibitors. 0.12% of 410,000 active. AID 624173, 2012; note: potency is the fitted concentration of half-maximal effect; nearly all actives have a fitted effect of over 50% in size
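Activity of T. brucei pyruvate kinase was followed by Kinase-Glo Plus luminescence after the enzyme reacted 45 min at room temperature with 130 uM ADP (final) and substrate. Test compounds were added before ADP at multiple concentrations.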
LmPK inhibitor – qHTS Assay for Inhibitors of Leishmania Mexicana Pyruvate Kinase (LmPK); Potency, µM (highest dose often 57.5 µM), without a hit: at the top dose activity change, negative = inhibition, usual class: inhibitors; 0.37% of 290,000 active; purified LmPK, Kinase-Glo ATP luminescence, 1 h; note: potency is the fitted concentration of half-maximal effect
Target sequence (Q27686 whole entry, looked up): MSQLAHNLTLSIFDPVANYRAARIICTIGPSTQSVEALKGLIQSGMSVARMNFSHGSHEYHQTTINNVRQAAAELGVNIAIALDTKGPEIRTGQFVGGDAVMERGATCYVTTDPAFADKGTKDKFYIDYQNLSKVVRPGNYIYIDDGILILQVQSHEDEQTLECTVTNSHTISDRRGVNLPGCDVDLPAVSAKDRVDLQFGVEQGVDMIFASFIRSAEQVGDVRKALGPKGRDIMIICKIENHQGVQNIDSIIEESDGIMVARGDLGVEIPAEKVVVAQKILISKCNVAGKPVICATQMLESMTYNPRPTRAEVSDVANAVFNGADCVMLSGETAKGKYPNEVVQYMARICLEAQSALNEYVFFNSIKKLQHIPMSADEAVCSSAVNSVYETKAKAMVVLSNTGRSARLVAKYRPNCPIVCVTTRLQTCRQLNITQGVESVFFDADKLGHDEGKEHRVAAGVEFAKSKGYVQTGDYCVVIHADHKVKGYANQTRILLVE
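Pyruvate kinase activity monitored as ATP production (luciferase luminescence). Conditions: 0.1 nM enzyme, 0.5 mM PEP, 0.1 mM ADP, 1 h, RT; normalized against uninhibited and no-enzyme wells.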
AMA1 RON2 block – qHTS for Inhibitors of AMA1-RON; Towards Development of Antimalarial Drug Lead: Primary Screen | AlphaScreen AMA1-biotinylated RON2 peptide binding | Potency, µM (top dose mostly 58.2 µM), for the others: top-dose activity change, negative = inhibition, hits mostly inhibitors | 0.2% of 360,000 active | Plasmodium falciparum AMA1 (3D7) - RON2 peptide interaction;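 note: potency is the fitted concentration of half-maximal effect; 0% = vehicle wells and -100% = peptide control; nearly all actives have a fitted effect of over 45% in size; some results filed as inactive show a strong effect at the top dose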
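AMA1 (3D7) with his tag at 25 nM final met compounds first, then biotinylated RON2 peptide at 25 nM; detection used donor plus acceptor beads, 10 µg/mL apiece, read by AlphaScreen after 30 min at room temperature.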
AmpC no deterg – qHTS Inhibitors of AmpC Beta-Lactamase (assay without detergent); 0.52% of 330,000 active; AID 485341, 2010; P00811; AmpC nitrocefin hydrolysis, absorbance 480 nm, 0.0001% Triton; Potency, µM (top dose mostly 57.1 µM), without a hit: at the top dose activity change, negative = inhibition, actives largely listed as inhibitors;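 note: potency is the fitted concentration of half-maximal effect; plate controls were no compound for no effect and no enzyme for full effect; nearly all actives have a fitted effect of over 20% in size; some results filed as inactive show a strong effect at the top dose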
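AmpC (5.3 nM in the dispensed reagent) in 20 mM phosphate pH 7.0 with 0.01% (detergent screen) or 0.0001% Triton X-100 was preincubated with compounds for 15 min at room temperature. Nitrocefin was then added from an 800 uM solution, and hydrolysis was followed at 480 nm.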
Sm TGR block – qHTS Assay for the Inhibitors of Schistosoma Mansoni Peroxiredoxins | Schistosoma mansoni thioredoxin glutathione reductase (TGR), Q962Y6 | purified TGR, DTNB reduction, TNB absorbance 405 nm | Potency, µM (top dose mostly 114 µM), without a hit: top-dose activity change, negative = inhibition, usual class: inhibitors | 3% of 360,000 active | AID 485364, 2010; note: potency is the fitted concentration of half-maximal effect; nearly all actives have a fitted effect of over 60% in size
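Kinetic colorimetric format: TGR-catalysed, NADPH-driven DTNB reduction monitored via TNB absorbance. Enzyme dispensed at 20 nM; compound exposure 15 min at room temperature before reaction start.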
* marks the source's active call; other numbers are inactive results; ? = inconclusive; . = not tested or not shown; & = joins results of further samples; [ ] = another dose, or the depositor's remark. Unless noted, calls come from the whole dose curve; as a rule, active = well fitted curve in the direction sought with a large enough effect; inconclusive = small, poorly fitted or top-dose-only effect, or another doubt; inactive = no such curve, though single readings can be large; an effect the other way counts as inactive or inconclusive. Unless noted, % is set by controls: 0 for no effect and ±100 for the full control effect.

The opening 2 records as a preview:
Each structure is followed by: HCMV antiviral | AmpC detergent | Tb PYK inh | LmPK inhibitor | AMA1 RON2 block | AmpC no deterg | Sm TGR block
1) Cc1ccc(Cl)cc1NC(=O)CC1NCCNC1=O (stereo unspecified)
    -4.8 | -8.1% | -3.9% | 1.2% | 10.8% | -9.9% | -5.7%
2) CN1c2cccc3cccc(c23)N(C)C1(C)C
    9.2 | -8.6% | -6.2% | 2.0% | ? | -17.8% | ?

Main list, previewed entries included:
Each structure is followed by: HCMV antiviral | AmpC detergent | Tb PYK inh | LmPK inhibitor | AMA1 RON2 block | AmpC no deterg | Sm TGR block
1) Cc1ccc(Cl)cc1NC(=O)CC1NCCNC1=O (stereo unspecified)
    -4.8 | -8.1% | -3.9% | 1.2% | 10.8% | -9.9% | -5.7%
2) CN1c2cccc3cccc(c23)N(C)C1(C)C
    9.2 | -8.6% | -6.2% | 2.0% | ? | -17.8% | ?
3) Cc1ccc(-c2[nH]nc3c2C(c2ccsc2)C(C#N)=C(N)O3)cc1 (stereo unspecified)
    31.0 | ? | -7.8% | 10.6% | -2.1% | -22.5% | -15.0%
4) CCO[C@@H]1OC(C(N)=O)=C[C@H](c2cn(C(C)=O)c3ccccc23)[C@H]1CCCO
    -17.6 | 7.2% | 2.8% | -5.9% | 12.5% | 33.0% | -1.0%
5) COc1ccc(C(CNC(=O)CNC(=O)c2ccc(F)cc2)N2CCCC2)cc1 (stereo unspecified)
    -6.0 | 2.0% | 5.9% | . | -6.2% | -10.3% | -3.9%
6) COc1ccc(/C=N/N=C2/NC(=O)C(CC(=O)O)S2)cc1OCc1ccc(Cl)cc1 (stereo unspecified)
    -28.4 | -8.7% | ? | ? | -0.4%[2.32 µM] | -9.1% | -3.5%
7) C[C@H]1CN([C@@H](C)CO)C(=O)Cc2cc(NS(=O)(=O)c3cn(C)cn3)ccc2O[C@@H]1CN(C)C(=O)Nc1ccc(F)cc1
    10.4 | . | -3.7% | . | -4.9% | -7.5% | .
8) CS(=O)(=O)NCCOc1ccc(S(=O)(=O)N2CCCc3ccccc32)cc1
    -0.5 | -12.5% | -9.1% | -2.3% | -5.1% | -3.1% | -5.3%
9) CC(=O)N1CCOc2cc(S(=O)(=O)NCc3ccccc3Cl)c(Cl)cc21
    -4.3 | 15.9% | 2.7% | . | . | 40.6% | -18.1%
10) COc1cc(OC)c(C2CC(=O)N3CN(c4ccccc4)CSC3=C2C#N)cc1OC (stereo unspecified)
    19.8 | -10.1% | 8.91µM* | 8.0% | 17.3% | -6.2% | 10µM*
11) CC(C)CC(C(=O)NCc1ccccn1)N1C(=O)c2ccccc2C1=O (stereo unspecified)
    -10.6 | -8.1% | -7.8% | 7.4% | 6.4% | 12.0% | 4.2%
12) COc1ccccc1-c1nc(SCc2ccccn2)n[nH]1
    52.5 | -6.8% | -12.6% | -2.5% | 0.8% | -8.9% | -26.9%
13) O=C(CNS(=O)(=O)c1cccs1)NCc1ccc(F)cc1
    -11.4 | -0.2% | -5.6% | 5.1% | 7.8% | -23.3% | -6.0%
14) CCN(C(=O)c1cc2c(=O)n3ccccc3nc2n1C)C1CCCCC1
    5.2 | 4.9% | 0.0% | 2.6% | 23.2% | 62.0%[activator] | 6.8%
15) CCc1ccc(C(=O)c2cn(CC(=O)Nc3cccc(C)c3C)c3nc(C)ccc3c2=O)cc1
    10.8 | 3.6% | -1.9% | . | . | . | -4.6%
16) Nc1nonc1-c1noc(CCCOc2ccc(Cl)cc2Cl)n1
    59.6 | ? | 1.1% | -0.2% | 40.6%[activator] | -0.8% | 19.3%
17) CC(C)(C)C(=O)NNC(=O)c1cnccn1
    -38.8 | -10.1% | -8.3% | -3.4% | 15.8% | -10.8% | 7.2%
18) O=C(Cn1c(=O)n(CCCS(=O)(=O)C2CCCCC2)c(=O)c2ccccc21)Nc1ccc(F)c(Cl)c1
    -0.6 | 11.7% | 4.0% | . | . | . | 1.0%
19) Cc1ccc(C)c(NC(=O)CSc2nc(=O)n(Cc3ccncc3)c3c2CCC3)c1
    2.8 | 6.3% | 3.0% | . | . | . | 3.8%
20) O=C(CN1C(=O)c2ccccc2C1=O)Nc1ccccc1N1CCOCC1
    2.7 | 8.0% | -1.1% | -1.4% | 0.0% | -21.3% | 12.5%
21) FC(F)(F)c1cccc(-c2cncc(N3CCN(CCN4CCCC4)CC3)n2)c1
    -15.9 | . | 6.7% | . | 2.9% | . | .
22) Cc1cc(N)n(-c2ccccc2)n1
    16.2 | -4.0% | -9.6% | -7.5% | 5.2% | -8.4% | 3.3%
23) COC(CNC(=O)C1CCCN1C(=O)OCc1ccccc1)OC (stereo unspecified)
    -4.6 | 2.5% | 5.0% | 1.5% | 14.6% | -11.1% | 2.7%
24) Cc1ccc(C)c(-c2csc(NC(=O)c3c(C)noc3C)n2)c1
    -28.3 | ? | 0.1% | . | 2.3% | -25.4% | -4.5%
25) COc1ccc([C@@H]2[C@@H]3C(=O)N(C(C)(C)C)C(=O)[C@@H]3[C@]3(C)C(=O)N(c4cccc(C)c4)C(=O)N23)cc1
    36.3 | -4.1% | -0.3% | 6.0% | 2.7% | 124.9%[activator] | -19.5%
26) CCN(CC(=O)NCCc1ccc(S(N)(=O)=O)cc1)Cc1nc2ccccc2c(=O)[nH]1
    24.6 | -16.0% | 2.6% | -5.1% | 62.7%[activator] | -21.0% | ?
27) CCn1c(=O)c2sccc2n(Cc2ccc(C)cc2)c1=O
    6.7 | -1.8% | -2.1% | -5.1% | -4.4% | 23.3% | -1.7%
28) CCOC(=O)c1cc(NC(=O)Nc2cc(C)ccn2)c(C)nc1C
    -65.1* | ? | 5.3% | 4.2% | -11.9% | -12.2%[11.4 µM] | -3.0%
29) NP(=O)(Oc1ccccc1Cl)Oc1ccccc1Cl
    3.0 | 1.8% | -3.3% | 7.4% | -3.4% | -17.7% | 8.1%
30) CCC(C)NS(=O)(=O)c1ccc(OCC(=O)Nc2ccc(F)cc2F)cc1 (stereo unspecified)
    ? | -9.5% | -11.9% | 0.0% | 4.0% | -15.3% | 0.0%
31) COc1cc(NC(=O)c2ccccc2)c(OC)cc1NC(=O)Cc1ccc(Br)cc1
    24.3 | ? | 3.5% | 26.3% | 13.1% | -30.4% | -20.4%
32) O=C(c1ccccc1)c1cc(F)c(N2CCOCC2)cc1Cl
    20.5 | -8.9% | 3.4% | -3.4% | 6.7% | -1.3% | -18.0%
33) Cc1cc(=O)oc2c(O)c(O)ccc12
    -37.0 | . | -13.1% | . | 101.8%[activator] | . | .
34) O=c1[nH][nH]c(=O)c2cc([N+](=O)[O-])ccc12
    4.1&3.3 | 4.0% | 5.2%&-3.2% | . | 1.2%&6.3% | 0.5% | 5.0%
35) COc1ccccc1N1CCN(Cc2nnnn2CCc2ccccc2)CC1
    -1.6 | -5.2% | 3.2% | -0.8% | 4.1% | 115.1%[activator] | -25.5%
36) CC(=O)Nc1cccc(C(=O)OC(C)C(=O)N2CCc3ccccc32)c1 (stereo unspecified)
    0.2 | -14.1% | 1.6% | . | -5.4% | 8.2% | -1.0%
37) O=c1c2ccccc2nc(N/N=C/c2ccccc2)n1O
    24.4 | -7.6% | -5.9% | -23.6% | 87.0%[activator] | -17.8% | -18.1%
38) OCCN1CCN(Cc2cccc(Oc3ccc(Cl)cc3)c2)CC1
    -26.9 | -15.8% | -24.4% | -1.0% | -3.5% | 51.1% | -3.6%
39) Cc1ccc(N2C(=O)NC3(CCCCC3)C2=O)cc1
    20.6 | ? | 5.4% | -4.2% | 8.4% | -3.9% | 1.6%
40) CC(C)CC1OC(C(C)C)Cc2[nH]c(=S)[nH]c(=O)c21 (stereo unspecified)
    ? | . | -0.4% | . | 118.6%[activator] | . | .
41) Cc1oc2c(CN(C)C)c(O)ccc2c(=O)c1-c1ccc2ccccc2n1
    -20.5 | -2.2% | -5.6% | -2.8% | 19.2% | -14.8% | 15.3%
42) Cc1ccc(S(=O)(=O)NCC(c2ccco2)N2CCN(c3ccccc3F)CC2)cc1 (stereo unspecified)
    ? | 3.2% | -2.3% | . | . | . | 4.7%
43) COC1(NS(=O)(=O)c2ccc(Br)cc2)C(C)=CC(=O)C=C1C
    -9.7 | 0.2% | -22.4% | 12.9% | 0.1% | -14.3% | ?
44) Cc1cc(=O)[nH]c(N=N/C(=N/Nc2ccc(O)cc2)c2ccccc2)n1
    68.3 | 3.5% | -16.4% | ? | 0.0% | -17.6% | -25.7%
45) CCCOc1cccc(C(=O)NCCCNC(=O)c2ccccn2)c1
    ? | 1.1% | -0.7% | 0.1% | 55.6%[activator] | -5.7% | -22.8%
46) Cc1ccc(Cl)cc1N1CCN(C(=O)c2cnc(N3CCOCC3)c3ccccc23)CC1
    -35.9 | -6.0% | -0.4% | . | . | . | 5.5%
47) O=[N+]([O-])c1ccc2c(c1)C(N1CCOCC1)/C(=C/C1(O)CCCCC1)O2 (stereo unspecified)
    ? | -14.5% | -13.4% | 1.1% | 3.6% | 29.5% | -12.3%
48) COc1ccc(Cn2nnnc2C(c2ccc(C)cc2)N2CCN(C3CCCC3)CC2)cc1 (stereo unspecified)
    8.4 | -6.2% | 3.9% | -0.6% | 5.2% | 70.4%[activator] | -0.1%
49) C=CCOc1ccc(C(=O)Nc2ccc(OCC)cc2)cc1
    -2.5 | -2.4% | -0.6% | -2.5% | -11.8% | -14.6% | -2.8%
50) COc1ccc(C2(C)NC(=O)N(CC(=O)Nc3ccc4ccccc4c3)C2=O)cc1OC (stereo unspecified)
    8.8 | -16.3% | 2.2% | . | -4.8% | 22.2% | -4.3%
51) O=C(O)c1cccc2c1/C(=N/Nc1ccc([N+](=O)[O-])cc1[N+](=O)[O-])c1ccccc1-2
    . | -13.0% | -4.5% | -3.6% | -7.3% | -9.7% | ?
52) COC(=O)c1sc(N2C(=O)C(O)=C(C(=O)c3ccc(C)o3)C2c2cccs2)nc1C (stereo unspecified)
    . | -12.8% | -3.8% | 3.2% | 36.8%[activator] | -45.8% | ?

Rows are unselected; overall some 7.4% were active at least once.
